High-throughput results as filed in PubChem.
JMJD2E inh: inhibitors of human JMJD2E histone demethylase | 1.6% of 230,000 active | AID 2147 | JMJD2E catalytic domain, FDH-coupled NADH fluorescence (FDH is formaldehyde dehydrogenase) | Potency, µM (doses to about 57.1 µM), for the others: top-dose activity change, negative = inhibition, hits mostly inhibitors; active means well fitted inhibition curve with a large enough effect, not every such curve was filed as active; inconclusive means small, poorly fitted or top-dose-only effect, or another doubt; inactive means no such curve, though single readings can be large or run the other way;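 further: 0% = wells with enzyme and -100% = buffer wells without enzyme; nearly all actives have a fitted effect of over 50% in size; many of its hits are not listed in these tables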
Target sequence (B2RXH2 1-337 limits assumed): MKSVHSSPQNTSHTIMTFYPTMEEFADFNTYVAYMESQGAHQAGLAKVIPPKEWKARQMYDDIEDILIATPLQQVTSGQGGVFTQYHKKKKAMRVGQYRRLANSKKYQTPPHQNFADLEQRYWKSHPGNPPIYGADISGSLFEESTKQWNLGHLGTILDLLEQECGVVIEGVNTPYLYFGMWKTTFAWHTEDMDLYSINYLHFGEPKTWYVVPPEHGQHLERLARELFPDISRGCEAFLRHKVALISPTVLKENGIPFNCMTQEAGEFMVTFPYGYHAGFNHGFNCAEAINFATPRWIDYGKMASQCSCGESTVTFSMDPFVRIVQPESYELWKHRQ
ALDH1A1 block: inhibitors of human aldehyde dehydrogenase 1A1; P00352; 7.3% of 220,000 active; Purified ALDH1A1, NADH fluorescence, propionaldehyde substrate; Potency, µM (highest dose often 75.3 µM), for the others: at the highest dose activity, negative = inhibition, most hits filed as inhibitors; AID 1030; active means well fitted inhibition curve with a large enough effect, not every such curve was filed as active; inconclusive means small, poorly fitted or top-dose-only effect, or another doubt; inactive means no such curve, though single readings can be large or run the other way;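 further: plate controls were no enzyme wells and a reference inhibitor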
Target sequence (P00352 whole entry, looked up): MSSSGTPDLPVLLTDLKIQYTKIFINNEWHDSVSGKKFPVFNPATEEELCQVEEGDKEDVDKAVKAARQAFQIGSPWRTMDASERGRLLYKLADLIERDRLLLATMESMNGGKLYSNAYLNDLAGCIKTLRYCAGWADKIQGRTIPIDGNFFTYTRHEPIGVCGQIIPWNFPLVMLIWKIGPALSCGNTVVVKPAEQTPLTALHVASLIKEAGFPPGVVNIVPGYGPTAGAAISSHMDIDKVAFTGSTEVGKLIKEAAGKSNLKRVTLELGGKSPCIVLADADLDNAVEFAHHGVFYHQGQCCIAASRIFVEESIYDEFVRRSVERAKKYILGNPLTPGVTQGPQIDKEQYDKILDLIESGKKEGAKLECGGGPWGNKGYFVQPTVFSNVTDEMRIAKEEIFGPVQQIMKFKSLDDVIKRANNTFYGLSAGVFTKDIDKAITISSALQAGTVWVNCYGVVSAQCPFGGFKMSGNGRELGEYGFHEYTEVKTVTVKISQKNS
Tau ThT inhib: blocks human tau fibril formation measured by thioflavin T | P10636 | recombinant tau K18 P301L, heparin-induced fibrillization, ThT fluorescence | Potency, µM (series often up to 57.4 µM), for inactives: at the highest dose activity, negative = inhibition, hits mostly inhibitors | 2.1% of 270,000 active | AID 1460; further: on the % scale 0 is the no-effect control and ±100 the full control effect; nearly all actives have a fitted effect of over 55% in size
Target sequence (P10636 561-689 P618L limits assumed): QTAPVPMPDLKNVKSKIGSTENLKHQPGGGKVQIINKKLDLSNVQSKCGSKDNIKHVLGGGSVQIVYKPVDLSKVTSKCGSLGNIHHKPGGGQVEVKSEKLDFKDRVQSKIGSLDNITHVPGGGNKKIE
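Using a mix of unlabeled (15 uM) and Alexa 594-labeled (0.24 uM) tau K18 P301L, heparin-triggered fibrillization over 6 hr at 37 C was scored by ThT fluorescence.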
HTT cytoprotect: cytoprotection in Huntington HTT-Q103 PC12 cell model; PC12 HTT-Q103 induced, cytoprotection, ATP luminescence, 40 h; Potency, µM (titrated, usually from 56.4 µM), inactives show cytoprotection (ATP increase), actives largely listed as activators; 0.14% of 230,000 active; AID 1471;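 further: % of control where 0% means no effect; nearly all actives have a fitted effect of over 45% in size; toxic huntingtin expression switched on by the ecdysone agonist tebufenozide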
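Compounds added alongside 100 nM tebufenozide, which induces toxic Q103 huntingtin exon 1-GFP in stable PC12 cells; surviving cells quantified by luminescent ATP measurement. Medium: phenol red-free DMEM, 5% equine and 5% calf serum.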
HTT aggregate: inhibitors of mutant huntingtin aggregate formation in PC12 cells; 1.1% of 220,000 active; Potency, µM (series often up to 46.1 µM), without a hit: at the top dose activity change, negative = inhibition, hits mostly inhibitors; PC12 HttQ103-GFP aggregates, Acumen cytometry, 40 h; AID 1688; further: on the % scale 0 is the no-effect control and ±100 the full control effect; nearly all actives have a fitted effect of over 60% in size
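PC12 cells stably carrying ecdysone-inducible HTT exon 1 Q103–GFP were induced with tebufenozide (100 nM final) and treated with library compounds in titration. GFP aggregates in lysates were counted by laser scanning cytometry.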
SMN2 splice enh: enhancers of SMN2 splice variant expression | HEK293 SMN2-luciferase splicing reporter, luminescence, 30-36 h | Potency, µM (top dose mostly 46.1 µM), without a hit: at the highest dose activity change, positive = activation, most hits filed as activators | 2.8% of 210,000 active | AID 1458; further: % of control where 0% means no effect; nearly all actives have a fitted effect of over 55% in size
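HEK293 cells carry an SMN2 […]–luciferase reporter in which exon 7 inclusion puts luciferase in frame. Cells were plated 10-12 h before compound addition, then incubated 30-36 h at 37C. ONE-Glo luminescence was read; sodium butyrate at 4.5 mM final served as control.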
Tau FP inhib: blocks human tau fibril formation measured by polarization. Potency, µM (top dose mostly 57.7 µM), for the others: top-dose activity, negative = inhibition, hits mostly inhibitors. 0.39% of 280,000 active. P10636. K18 P301L tau heparin fibrillization, Alexa594 FP, 6 h; further: on the % scale 0 is the no-effect control and ±100 the full control effect; nearly all actives have a fitted effect of over 55% in size
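Quantitative HTS format: compounds meet 15 uM recombinant K18 P301L tau and Alexa 594-tau tracer in 100 mM sodium acetate pH 7; 20 uM heparin triggers fibrillization at 37 C over 6 hr; FP gives the signal.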
Tau fluor counter: counter-screen for tau fibril formation inhibitors; Potency, µM (titrated, usually from 57.7 µM), for inactives: at the highest dose activity change, negative = decrease; tau K18 P301L Alexa594 fluorescence, heparin fibrillization; 0.93% of 280,000 active; further: on the % scale 0 is the no-effect control and ±100 the full control effect; nearly all actives have a fitted effect of over 55% in size
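Human tau K18 P301L (15 uM unlabeled, 0.24 uM Alexa 594-labeled) in 100 mM sodium acetate pH 7 with 20 uM heparin, 6 hr at 37 C. ThT 30 uM added, 1 hr ambient; Alexa 594 FP and total fluorescence read at 555/632 nm.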
* = called active by the depositor; ? = inconclusive; nt = no result given; & = joins results of further samples; [ ] = remark or other dose. Unless noted, the call rests on the fitted dose curve; in most records, active means well fitted curve in the direction sought with a large enough effect; inconclusive means small, poorly fitted or top-dose-only effect, or another doubt; inactive means no such curve, though single readings can be large; an effect the other way counts as inactive or inconclusive. Potency means the concentration at half of the fitted maximal effect.

Structure	JMJD2E inh	ALDH1A1 block	Tau ThT inhib	HTT cytoprotect	HTT aggregate	SMN2 splice enh	Tau FP inhib	Tau fluor counter
CC1(C)CC(NC(=O)COc2ccc([N+](=O)[O-])cc2)CC(C)(C)N1	11%	3%	3%	nt	14%	5%	-6%	5%
COc1cc(N)c(Cl)cc1C(=O)OCCCN1CCCCC1	-7%	2%	2%&-6%	-46%&11%	nt	0%	-1%&-2%	-2%&-8%
CCOC(=O)C1=C(C)NC(=S)NC1c1ccc(C)s1 (stereo unspecified)	-5%	2.5µM*	-5%	5%[10 µM]	0%	7%	-3%	-2%
COc1cc(OC)c2c(c1C(CCN1CCOCC1)c1ccc(N(C)C)cc1)OC(=O)CC2c1ccc(N(C)C)cc1 (stereo unspecified)	-22%	nt	-9%	-5%[10 µM]	22%[9.22 µM]	nt	?	-13%
COc1ccc(NC(=O)c2cc(-c3ccco3)nc3ccccc23)cc1S(=O)(=O)N1CCOCC1	?	?	?	-39%[10 µM]	6%[9.22 µM]	nt	-5%	?
CCC(=O)N1CCc2cc(Br)cc(S(=O)(=O)N3CCN(c4ccccc4OC)CC3)c21	nt	nt	1%	nt	nt	2%	1%	-19%
CCCOC(=O)c1ccc(Oc2c(-c3ccc(OC)cc3O)n[nH]c2C)cc1	-10%	-10%	-6%	5%[0.074 µM]	-9%	-2%	?	10µM*[quencher]
CN(Cc1ccccc1)C(=O)CCS(=O)(=O)c1cc(Br)cc2c1N(C(=O)C1CC1)CC2	nt	nt	-3%	nt	nt	-16%	-3%	3%
Cc1ccc(CSc2nc3ccccc3cc2C=O)cc1	3%	?	5%	-65%[inhibitor][10 µM]	?	-56%[inhibitor]	-1%	1%
COc1ccc(CNC(=S)NCc2ccc(OC(C)C)cc2)cc1	-3%	14µM*	-11%	-7%[10 µM]	5%	-16%	-4%	-23%
Cc1ccc(NC(=O)/C=C/c2cccc([N+](=O)[O-])c2)nc1	5%	-3%	-8%	-28%	31%	11%	-3%	-3%
CC(C)c1nnc(NC(=O)CCC(=O)Nc2ccc3cn[nH]c3c2)s1	9%	?	3%	-30%[10 µM]	-26%[9.22 µM]	nt	-6%	-3%
CCCCc1c(C)c(C#N)c2nc3ccccc3n2c1Cl	14%	-3%	?	-94%[inhibitor][10 µM]	?	-98%[inhibitor]	-5%	1%
Cc1nn2cc(-c3ccc(-c4ccccc4)cc3)nc2s1	?	-11%	-2%	-35%	6%	?	-2%	-2%
CN1C(=O)/C(=N\OC(=O)c2ccccc2Cl)c2ccccc21	-2%	?	?	-18%	14%	12%	11%	-3%
CC(NC(=O)C1CCC(CNc2c(N3CCOCC3)c(=O)c2=O)CC1)c1ccccc1 (stereo unspecified)	-3%	16%	5%	-7%	7%	0%	9%	1%
Cn1c(=O)c2c(nc(NCC3CCCO3)n2C)n(C)c1=O (stereo unspecified)	?	3%	-3%	19%	-14%	17%	2%	6%
Nc1nonc1C(=O)NCCNS(=O)(=O)c1ccc(Br)cc1	3%	10%	-10%	-5%[10 µM]	0%	3%	9%	-1%
CCOC(=O)C1(C)/C(=N/Nc2ccccc2Cl)C(=O)C(=O)N1c1ccccc1 (stereo unspecified)	-22%	0.22µM*	14µM*	31%	?	3%	-14%	-29%
O=C(Nc1ccc(Cl)cc1)C1CC(=O)n2c(nc3ccccc32)N1 (stereo unspecified)	-4%	5%	8%	?	6%	9%	-1%	9%
CCOC(=O)N/N=C\C=C\c1ccc2c(c1)OCO2	?	-1%	?	0%[10 µM]	-11%	-8%[1.84 µM]	-1%	-3%
c1ccc(Cn2nnnc2C(c2cccs2)N2CCOCC2)cc1 (stereo unspecified)	-4%	-11%	-9%	5%[10 µM]	0%	27%	-2%	-10%
CCCCN(C(=S)SC)C1CCS(=O)(=O)C1 (stereo unspecified)	6%	nt	-3%	11%[10 µM]	10%[9.22 µM]	nt	-5%	2%
COc1ccc(-c2cc(C(=O)N3CCN(Cc4ccccc4)CC3)no2)cc1OC	-21%	?	-15%	-22%	1%	-11%	15%	8%
CC1(C)C2CCC1(C(=O)O)c1nc3ccccc3nc12 (stereo unspecified)	-8%	8%	-4%	-59%[inhibitor]	-16%	-19%	8%	-2%

A few values from above.
`CCCOC(=O)c1ccc(Oc2c(-c3ccc(OC)cc3O)n[nH]c2C)cc1` in Tau fluor counter: 10µM*[quencher]
`Cc1ccc(CSc2nc3ccccc3cc2C=O)cc1` in Tau FP inhib: -1%

Remaining list, next part:
Structure	JMJD2E inh	ALDH1A1 block	Tau ThT inhib	HTT cytoprotect	HTT aggregate	SMN2 splice enh	Tau FP inhib	Tau fluor counter
Cn1nc(C(C)(C)C)cc1C(=O)NNC(=O)c1ccccc1Cl	3%	0%	-6%	25%[10 µM]	9%[9.22 µM]	nt	-5%	-6%
CC1COC(=O)C(NNc2ccc(Cl)c(Cl)c2)=N1 (stereo unspecified)	4%	6%	-13%	?	-13%	-8%	-2%	-13%
O=C(Nc1nc(-c2cc3ccccc3o2)cs1)c1ccc(S(=O)(=O)N2CCCC2)cc1	nt	0%	11%	25%[10 µM]	?	-40%[inhibitor]	?	-24%
Cc1cccc(N2CCN(C3=C(c4ccccc4)C(=O)c4ccccc43)CC2)c1C	nt	nt	?	nt	nt	2%	3%	?
Cn1cc(CNC(=O)C2c3ccccc3Oc3ccccc32)cn1	-1%	-12%	-9%	-6%	17%	0%	-13%	-13%
COc1ccc(/C=C2\CCc3c2nc2ccccc2c3C(=O)O)cc1OC	?	nt	?	-70%[inhibitor][10 µM]	-5%[9.22 µM]	nt	9%	-15%
C/C(=N\NS(=O)(=O)c1ccc(C)cc1)c1ccc(C)o1	5%	-1%	-1%	-32%[inhibitor][1.9 µM]	8%[9.22 µM]	-15%	-2%	0%
CN1CCN(S(=O)(=O)c2ccc(NC(=O)c3cccs3)cc2)CC1	9%	14%	8%	-12%	8%	6%	0%	0%
c1cc(-c2cccs2)nc(-c2cccs2)c1	?	?	?	nt	-14%	20%	?	-25%
Cc1cccc(-n2c(C)cc(/C=N/O)c2C)c1	-18%	?	-19%	19%[10 µM]	-8%	-8%	-1%	-7%
COCCN=C1Sc2nc3cc(C)c(C)cc3cc2CN1Cc1cccs1	-15%	nt	-15%	-10%[10 µM]	-29%[9.22 µM]	nt	-3%	-25%
O=C(C(Cc1ccccc1)N1C(=O)C2C3C=CC(C3)C2C1=O)N1CCCCCC1 (stereo unspecified)	-2%	0%	-1%	-1%	10%	0%	-2%	-2%
O=C1CC(c2c(Cl)cccc2Cl)c2c(ccc3ccccc23)N1 (stereo unspecified)	nt	nt	-7%	nt	nt	-3%	-11%	-5%
CN(C)CCNc1ncnc2ccccc12	0%	4%	-5%	24%[10 µM]	-13%	22%	0%	-2%
CCN(CC)C(=O)CSc1nnc(-c2cccc(OC)c2)o1	5%	-11%	-3%	-18%	-15%	?	-5%	-1%
Cc1ccc(-n2nc3c(n2)/C(=N/O)CC/C3=N\O)cc1	?	4%	-3%	-31%[10 µM]	2%	13µM*	-9%	-5%
O=C(Nc1ccc(O)cc1)c1c(O)c2c([nH]c1=O)CCCC2	?	-11%	?	-55%[inhibitor]	10%	11µM*	8%	-13%
CC1CC(C)CN(C(=S)Nc2ccc(OC(F)F)cc2)C1 (stereo unspecified)	4%	5%	-8%	9%[10 µM]	-15%	7%	6%	-10%
O=C(CN1C(=O)c2ccccc2S1(=O)=O)N1CCN(c2ccc(F)cc2)CC1	5%	6%	-5%	-30%[10 µM]	-8%	24%	1%	1%
NC(=O)COC(=O)CC12CC3CC(CC(Br)(C3)C1)C2	-3%	3%	3%	-6%	19%	9%	2%	-1%
COc1ccccc1OCCN1C(=O)S/C(=C\c2ccco2)C1=O	-3%	-18%	?	-3%	10%	-17%	-4%	-27%
COCCNc1c2c(nc3c(-c4ccccc4)c(C)nn13)CCCC2	-28%	-9%	-16%	-31%	-31%	-8%	13%	-25%
Cc1cccc(NC(=O)c2ccc3c(Cl)c4c(nc3c2)CCCC4)n1	?	-1%	-14%	-13%[10 µM]	-12%	3.2µM*	-1%	7%
CCc1ccc2oc(-c3ccc(NC(=O)c4cc5ccccc5o4)cc3)nc2c1	nt	nt	-5%	nt	nt	6%	-14%	-4%
CN(CC(O)Cn1c2ccccc2c2ccccc21)S(C)(=O)=O (stereo unspecified)	-8%	?	1%	22%[10 µM]	-5%[9.22 µM]	-7%	-3%	-9%
O=[N+]([O-])c1ccc(Cl)cc1Sc1cccc2cccnc12	6%	?	-14%	0%[1.9 µM]	-8%	-18%	-6%	-23%
CCOc1ccc(C2/C(=C(\O)c3cccc(OC)c3)C(=O)C(=O)N2c2ccccn2)cc1OC (stereo unspecified)	-1%	nt	-6%	-2%[10 µM]	-3%[9.22 µM]	nt	0%	-4%

Single records, from the list above.
`CCCOC(=O)c1ccc(Oc2c(-c3ccc(OC)cc3O)n[nH]c2C)cc1` is listed with JMJD2E inh = -10%; ALDH1A1 block = -10%; Tau ThT inhib = -6%; HTT cytoprotect = 5%[0.074 µM]; HTT aggregate = -9%; SMN2 splice enh = -2%; Tau FP inhib = ?; Tau fluor counter = 10µM*[quencher]
`c1ccc(Cn2nnnc2C(c2cccs2)N2CCOCC2)cc1` (stereo unspecified) is listed with JMJD2E inh = -4%; ALDH1A1 block = -11%; Tau ThT inhib = -9%; HTT cytoprotect = 5%[10 µM]; HTT aggregate = 0%; SMN2 splice enh = 27%; Tau FP inhib = -2%; Tau fluor counter = -10%
`COc1ccc(NC(=O)c2cc(-c3ccco3)nc3ccccc23)cc1S(=O)(=O)N1CCOCC1` is listed with JMJD2E inh = ?; ALDH1A1 block = ?; Tau ThT inhib = ?; HTT cytoprotect = -39%[10 µM]; HTT aggregate = 6%[9.22 µM]; SMN2 splice enh = nt; Tau FP inhib = -5%; Tau fluor counter = ?

Not all compounds are listed, so the mix of outcomes need not match the whole.
